Compound activity as filed in PubChem BioAssay.
EBV gp42 block: blocks Epstein-Barr virus glycoprotein 42 binding; Q1HVG2; Fluorescence polarization binding assay, mP read-out; inhibition, % (tested at 21.74 µM); 0.42% of 220,000 active; AID 1085; in the data active = inhibition above about 50%
Target sequence (Q1HVG2 whole entry, looked up): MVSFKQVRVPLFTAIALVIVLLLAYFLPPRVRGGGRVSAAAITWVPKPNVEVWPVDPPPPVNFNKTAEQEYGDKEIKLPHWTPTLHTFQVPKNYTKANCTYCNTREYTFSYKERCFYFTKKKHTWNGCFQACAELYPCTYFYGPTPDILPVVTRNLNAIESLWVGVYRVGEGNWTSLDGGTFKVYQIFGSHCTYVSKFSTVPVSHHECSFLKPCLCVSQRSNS
PPC-1+TRAIL kill: compounds killing PPC-1 cancer cells with TRAIL present (potentiator screen, no TRAIL-free arm) | PPC-1 cells + TRAIL, ATPLite viability luminescence | cell killing (% activity), % at 4 µM | 0.41% of 220,000 active | AID 1443;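 active = cell killing above 50% in the first pass at 4 µM, then a duplicate retest at 5 µM averaging 50% or more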;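 also: plate controls were cells with TRAIL plus DMSO for no effect and medium-only wells lacking cells for full effect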
m-calpain inh: calpain II (pig) inhibition; purified calpain II, fluorogenic peptide substrate, 30 min; inhibition, % at 16 µM; 0.37% of 220,000 active;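 active = inhibition above about 50%, limit read from the data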
Thrombin inh: blocks human thrombin protease activity. P00734. alpha-thrombin, Boc-VPR-AMC fluorogenic substrate cleavage. inhibition, % at 5 µM. 0.26% of 220,000 active. AID 1046;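 active = inhibition at or above 40%; inactive = inhibition below 40%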;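 also: 0% = enzyme with no compound and 100% = wells without enzyme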
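Material: human alpha-thrombin protein; Also added: Boc-VPR-AMC substrate, 15 µM final; Timing: enzyme reaction carried out at room temperature; Signal: fluorescence, ex 355 nm, em 460 nm; Measure: % inhibition of thrombin; Controls: enzyme without compound as high, wells lacking enzyme as low.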
Furin inhibitor: inhibitors of human furin. 0.061% of 220,000 active. inhibition, % at 30 µM. purified furin, fluorogenic substrate cleavage; in the data active = inhibition above about 25%; also: inactives centre near -15
TbHK1 inh: blocks Trypanosoma brucei hexokinase 1 activity; recombinant TbHK1, G6PDH-coupled NADH A340; inhibition, % at 10 µM; 0.11% of 220,000 active;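 active = inhibition of 50% or more in the single-dose primary screen; inactive = inhibition below 50%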
TRPN1 ag: activates the zebrafish TRPN1 channel. HEK293 zebrafish TRPN1-YFP, Fluo-8 calcium fluorescence; 100% = response to 87 µM carbachol. activation, % at 3 µM. 0.18% of 220,000 active. AID 1424;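 active = activation above its plate's cutoff, the mean activation of test wells on that plate plus 3 SD, cut at about 19% in these data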;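 also: 0% = DMSO alone and 100% = 87 µM carbachol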
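Material – zebrafish TRPN1-YFP in HEK293 cells · Doses – 3 µM single point · Schedule – dye 1 h 37 °C plus 30 min RT · Signal – Fluo-8 calcium fluorescence, excitation 470-495 nm, emission 515-575 nm · Read-out – % activation versus carbachol response · Control set – carbachol high, DMSO low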
TRPML3 agonist: human mucolipin-3 channel agonism | Q8TDD5 | HEK293 TRPML3-YFP, Fluo-8 calcium fluorescence; 100% = the carbachol control signal | activation, % at 3 µM | 0.29% of 220,000 active | AID 1448;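 active = activation above its plate's cutoff, the mean activation of the plate's test wells plus 3 SD, cut at about 12% in these data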;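 also: 0% = DMSO only wells and 100% = carbachol wells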
Target sequence (Q8TDD5 whole entry, looked up): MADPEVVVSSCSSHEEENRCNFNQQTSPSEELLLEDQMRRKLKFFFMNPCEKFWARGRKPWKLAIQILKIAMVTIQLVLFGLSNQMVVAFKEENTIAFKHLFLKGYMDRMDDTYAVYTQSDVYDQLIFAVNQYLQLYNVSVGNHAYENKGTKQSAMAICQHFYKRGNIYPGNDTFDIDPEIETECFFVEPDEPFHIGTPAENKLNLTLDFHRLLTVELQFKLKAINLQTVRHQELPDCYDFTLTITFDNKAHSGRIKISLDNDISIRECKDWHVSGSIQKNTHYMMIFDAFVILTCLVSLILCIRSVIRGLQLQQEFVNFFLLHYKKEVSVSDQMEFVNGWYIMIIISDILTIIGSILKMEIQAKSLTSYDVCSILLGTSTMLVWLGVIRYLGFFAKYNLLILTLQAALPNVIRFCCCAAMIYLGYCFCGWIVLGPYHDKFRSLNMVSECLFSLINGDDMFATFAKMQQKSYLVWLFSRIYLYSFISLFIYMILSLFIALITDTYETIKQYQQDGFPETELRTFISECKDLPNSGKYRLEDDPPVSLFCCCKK
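Test system: TRPML3-YFP stable HEK293 cells. Doses: single point at 3 µM. Incubation: dye loading 1 h 37 °C then 30 min ambient, 125 s read. Signal: Fluo-8 calcium dye fluorescence, ex 470-495, em 515-575 nm. Measure: percent activation from peak-to-basal fluorescence ratio, scaled between DMSO and carbachol.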
KCC2 mod: modulators of human KCC2 chloride dependent transport; B-score of Tl+ flux slope (higher = more flux/activation; lower = inhibition) at 10 µM; Q9H2X9; KCC2 cells, thallium flux FluoZin-2 fluorescence; 2.2% of 190,000 active;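 active = thallium flux slope and its plate-corrected score both differing from the plate sample mean at a set confidence after two filtering rounds, in either direction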;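 also: slope of fluorescence scaled to starting intensity during 10 to 20 s after thallium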
Active calls of the source: *; i = inactive; . = not tested or not shown; [ ] = dose if it differs, or a comment.

SMILES | EBV gp42 block | PPC-1+TRAIL kill | m-calpain inh | Thrombin inh | Furin inhibitor | TbHK1 inh | TRPN1 ag | TRPML3 agonist | KCC2 mod
Cc1c(C)n(C(=O)CN2CCN(c3ccccn3)CC2)c2ccccc12 | -9 | 0 | -41 | 0 | -20[20 µM] | -3 | 1.7 | 1.3 | -0.48
OCCC#Cc1ccc(CN2CCN(C3CCCCC3)C(CCO)C2)cc1 (centres undefined) | -1 | 2 | -15 | 2 | -33 | -9 | 1.1 | 0.9 | .
COCCCNC(=O)CSc1ccsc1[N+](=O)[O-] | -18 | -10 | -21 | 1 | -17 | -10 | 1.5 | 1.0 | -0.13
Cc1ccc(-n2c(SCC(=O)N3CCOCC3)nnc2-c2ccncc2)cc1C | -15 | 20 | -9 | 2 | -26 | -12 | 0.8 | 0.4 | .
CC(C)c1onc(C(=O)Nc2sc3c(c2C#N)CCC3)c1[N+](=O)[O-] | -11 | 28 | -1 | 2 | -28 | -12 | -0.9 | 0.1 | -1.1
Cc1cc(NN)nc2ccc(Cl)cc12 | -8 | -2 | -13 | -2 | -14 | -11 | 0.2 | 0.8 | -0.02
CCOC(=O)N1CCN(C(=O)CN(c2ccccc2)S(C)(=O)=O)CC1 | -7 | 7 | 0 | -2 | -14 | -3 | 0.1 | 0.7 | 0.73
Cc1ccc(-c2ccc(/C=N/O)o2)cc1[N+](=O)[O-] | 5 | -8 | 32 | 1 | -5 | -13 | -2.5 | 1.1 | 0.037
CCCc1cc(=O)[nH]c(SCc2cccc(C)c2)n1 | -12 | -11 | -3 | 0 | -10[20 µM] | 4 | -1.1 | -0.5 | -0.55
CN1CCN(c2nc3ccccn3c(=O)c2/C=C(\C#N)S(=O)(=O)c2ccccc2)CC1 | -1 | -16 | 17 | 4 | -2 | -22 | 0.7 | 0.8 | 0.49
Nc1ccccc1Oc1ccc2ccccc2c1 | 4 | 31 | 10 | -12 | -11 | -5 | -2.1 | 0.1 | 0.063
Cn1c(CSCc2ccccc2Cl)nnc1SCC(=O)Nc1nccs1 | -8 | -3 | -9 | 0 | -9[20 µM] | 1 | 7.1 | 3.4 | .
CCCCOc1ccccc1NC(=O)c1ccc(=O)[nH]c1 | -23 | -3 | -10 | 0 | 15[20 µM] | 2 | 0.1 | -0.9 | .
C/C(=N\NC(=O)c1nnn(-c2nonc2N)c1COc1ccc(F)cc1)c1ccc(Cl)cc1 | -10 | 1 | -12 | 1 | -25 | -30 | 1.9 | 0.8 | 0.62
COc1ccc(CN2C3CCCC2CC(NC(=O)Nc2cccc(C)c2)C3)cc1 (centres undefined) | -12 | 31 | -25 | 2 | -12[20 µM] | -1 | 1.8 | 2.0 | -0.75
COc1cc(C(=O)OCC(=O)NCc2ccccc2)cc(NC(=O)c2ccco2)c1OC | -25 | -6 | 45 | -1 | -19[20 µM] | -23 | 1.6 | 0.6 | .
CC(NC(=O)COc1ccccc1-c1ccccc1)c1ccccc1 (centres undefined) | 10 | 6 | 26 | -13 | 2 | 2 | -1.8 | -1.0 | -0.45
Cc1[nH]n(-c2ccccc2)c(=O)c1/C=N/Nc1nncc(-c2ccccc2)n1 | -5 | 63*[5 µM] | -133 | 0 | -6[20 µM] | -20 | -0.6 | 0.2 | 1.9
COc1ccc(CCNC(=O)CCn2c(SCC(=O)N3CCCC3)nc3ccccc3c2=O)cc1OC | -20 | 10 | 13 | -1 | -17 | -9 | 0.4 | 0.4 | -1.1
CCOC(=O)c1c(NC(=O)CCNCc2ccco2)sc2c1CCC2 | -4 | 22 | -14 | -1 | -19 | -23 | -1.3 | 0.3 | -1.5

Single values from the entries so far:
CCCCOc1ccccc1NC(=O)c1ccc(=O)[nH]c1 in TRPN1 ag is entered as 0.1
Cc1c(C)n(C(=O)CN2CCN(c3ccccn3)CC2)c2ccccc12 in TRPN1 ag is entered as 1.7

Continuation.
SMILES | EBV gp42 block | PPC-1+TRAIL kill | m-calpain inh | Thrombin inh | Furin inhibitor | TbHK1 inh | TRPN1 ag | TRPML3 agonist | KCC2 mod
COCC1CCCN(Cc2cn(-c3ccccc3F)nc2-c2cc(C)sc2C)C1 (centres undefined) | -6 | 30 | 3 | -5 | -11 | -10 | -1.3 | 0.3 | -0.08
N#CC(C#N)=C1C(=O)N(CCN2CCCCC2)c2ccccc21 | -15 | -2 | -8 | -3 | -21 | -3 | 2.1 | 0.7 | 0.15
O=C(CSc1ncnc2c(-c3ccc(Cl)cc3)nsc12)c1ccccc1 | -24 | -6 | -20 | -4 | -7 | -18 | 0.7 | 1.3 | .
Cc1cc(C(=O)OCC(=O)Nc2cc(S(=O)(=O)N3CCOCC3)ccc2Cl)c(C)o1 | -10 | -33 | -3 | -1 | -9[20 µM] | -6 | -2.0 | -0.3 | .
COC(=O)C1=C(C)N(Cc2cccnc2)C(=O)C1 | -11 | 7 | 0 | 0 | -16[20 µM] | 5 | -0.7 | 0.9 | .
COc1cccc(CNC(=O)C(Cc2ccccc2)n2cccc2)c1 (centres undefined) | -19 | 0 | 16 | 7 | -2 | 3 | -0.2 | -0.1 | -2.7
CCC(C)N=C1Sc2nc3ccc(C)cc3cc2CN1CCOC (centres undefined) | -12 | 15 | 6 | . | -25 | 2 | -0.4 | 0.2 | 0.11
CCS(=O)(=O)N1CCC(c2nc(-c3ccc(C)cc3)no2)CC1 | -10 | 0 | 19 | -3 | -17 | 2 | 5.3 | 1.9 | .
O=C(Cn1cc(/C=N/NC(=O)c2cccc(C(F)(F)F)c2)c2ccccc21)Nc1ccc(F)cc1 | -15 | 22 | -22 | 7 | -15[20 µM] | -7 | 1.7 | -0.7 | 1.5
CCOC(=O)c1ccc(NC(=O)CCNS(=O)(=O)c2ccc3c(c2)oc(=O)n3C)cc1 | -9 | 24 | -18 | -2 | -4 | -3 | 0.1 | 0.5 | 0.23
CCN(CC)CCNc1nc2cc(OC)c(OC)cc2c2nc(-c3ccccc3)nn12 | -2 | 35 | i | 3 | -33[20 µM] | -12 | -0.6 | 0.2 | -0.53
COc1cc(OC)cc(C(=O)NNC(=S)NC2CC2)c1 | -12 | 5 | 5 | -2 | -23 | 3 | -0.6 | 0.7 | 0.67
Cc1ccc(C(C)C)c(OCCN)c1 | -2 | 14 | 15 | -13 | -23 | 6 | 1.0 | 0.2 | .
COc1ccc(CNC(=O)C(C)N=C2NS(=O)(=O)c3ccccc32)cc1OC (centres undefined) | 4 | 20 | 4 | -7 | -17[20 µM] | 15 | 0.7 | 0.7 | 0.08
Cc1ccc(C)c(NC(=O)COC(=O)CCCN=C2NS(=O)(=O)c3ccccc32)c1 | -12 | 10 | 28 | 2 | -15 | -2 | 0.2 | -0.1 | 0.14
NC1=NC[C@H](Cc2ccc(O)cc2)N1CC1CCCCC1 | -13 | 14 | 5 | -1 | -30 | -2 | . | . | 0.27
COc1ccc(-c2nc(CSCC(=O)N3CCc4ccccc43)c(C)o2)cc1OC | -19 | 9 | -5 | 5 | -7 | 1 | -0.9 | 0.0 | .
Brc1ccc2c(c1)C(c1ccc(N3CCOCC3)cc1)=NNC(c1cccs1)=N2 | -11 | 16 | -69 | 3 | -19[20 µM] | -20 | -0.8 | 0.6 | .
COc1ccc(Cl)cc1N(C(C)C(=O)O)S(C)(=O)=O (centres undefined) | -5 | -18 | -26 | -2 | -8 | -3 | -0.2 | 0.9 | 0.98
O=C(CSc1nc(Nc2ccccc2)nc(N2CCOCC2)n1)Nc1ccc([N+](=O)[O-])cc1 | -11 | 20 | -36 | 2 | -10[20 µM] | -17 | 0.1 | 0.1 | -0.61

Some of the entries so far, as a markdown table:
| SMILES | EBV gp42 block | PPC-1+TRAIL kill | m-calpain inh | Thrombin inh | Furin inhibitor | TbHK1 inh | TRPN1 ag | TRPML3 agonist | KCC2 mod |
| --- | --- | --- | --- | --- | --- | --- | --- | --- | --- |
| Cc1ccc(C(C)C)c(OCCN)c1 | -2 | 14 | 15 | -13 | -23 | 6 | 1.0 | 0.2 | . |
| COc1ccc(CNC(=O)C(C)N=C2NS(=O)(=O)c3ccccc32)cc1OC (centres undefined) | 4 | 20 | 4 | -7 | -17[20 µM] | 15 | 0.7 | 0.7 | 0.08 |
| Cc1ccc(C)c(NC(=O)COC(=O)CCCN=C2NS(=O)(=O)c3ccccc32)c1 | -12 | 10 | 28 | 2 | -15 | -2 | 0.2 | -0.1 | 0.14 |
| NC1=NC[C@H](Cc2ccc(O)cc2)N1CC1CCCCC1 | -13 | 14 | 5 | -1 | -30 | -2 | . | . | 0.27 |

Next entries follow.
SMILES | EBV gp42 block | PPC-1+TRAIL kill | m-calpain inh | Thrombin inh | Furin inhibitor | TbHK1 inh | TRPN1 ag | TRPML3 agonist | KCC2 mod
NC(=O)CSc1nnc(-c2cnccn2)n1Cc1ccco1 | -8 | 9 | 9 | 6 | -13 | -8 | 1.6 | 0.1 | -0.8
COc1ccc(CCNC(=O)CCn2c(SCC#N)nc3ccccc3c2=O)cc1OC | 4 | 0 | -9 | 9 | -22 | 2 | 0.9 | -0.1 | 0
COC(=O)c1cn(NC(=O)CC2CCCCC2)c(=O)c2ccccc12 | -25 | 16 | -4 | -10 | -9 | 0 | -0.9 | -1.2 | -0.73
COc1ccc(Nc2ncnc3scc(-c4ccc(OC)cc4)c23)cc1 | 9 | 37 | 9 | -9 | 1 | 27 | -3.0 | 0.5 | -1.2
COC(=O)c1ccc(C(=O)OC)c(NC(=O)CN(c2ccccc2)S(=O)(=O)N(C)C)c1 | -3 | 7 | 7 | 5 | -30 | 0 | -0.5 | -0.9 | -1
O=C(c1cccc(Cl)c1)c1nn(-c2ccccc2)c(=O)cc1C(F)(F)F | 0 | 23 | 17 | -5 | -21[20 µM] | -5 | -2.6 | -1.2 | -0.068
O=C(NCCSc1ccccc1)c1cccnc1 | -6 | 2 | -10 | -6 | -18 | 4 | 0.2 | -0.2 | .
CCOc1cc2[nH]c(=O)n(CCc3ccc(OC)c(OC)c3)c(=O)c2cc1OCC | 4 | 7 | -64 | -4 | -25 | -3 | 2.1 | 0.6 | .
ClCC1CN(Cc2ccccc2Cl)CCO1 (centres undefined) | -15 | 23 | -18 | 2 | -18 | 1 | 1.0 | 0.6 | 0.013
CN(c1ccccc1C(=O)NCC1CCCO1)S(C)(=O)=O (centres undefined) | 3 | -10 | -19 | -7 | -13[20 µM] | 2 | 0.7 | 1.1 | .
CCOC(=O)c1c(CSC(=N)N)n(C)c2cc(Br)c(OC(C)=O)cc12 | -19 | 1 | -63 | -2 | -13 | 4 | 0.7 | 0.9 | -0.21
